SIAE primary: blocks human sialic acid acetylesterase; Q9HAT2; AID 1053197; inhibition, % at 9.66 µM; SIAE FP-Rh probe binding, fluorescence polarization; 370,000 tested, 0.69% active;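 active means inhibition above a cutoff: mean of compounds within the control limits plus 3 SD of those, cut at about 17% in these data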;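 further: 0% = plate median of compound wells and 100% = probe without SIAE protein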
rCAG binder: binds r(CAG) RNA repeats; r(CAG) RNA repeat, TO-PRO-1 dye displacement fluorescence; inhibition, % at 3 µM; 370,000 tested, 1.3% active;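 active means inhibition above the plate cutoff, the mean of all test compounds on that plate plus 3 SD, cut at about 35% in these data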;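 further: 0% = DMSO alone and 100% = 100 µM mitoxantrone as full dye displacement; higher means more dye released from RNA so lower well fluorescence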
PRMT1 inh: PRMT1 (human) inhibition, primary screen | Q99873 | recombinant PRMT1, activity-based probe fluorescence polarization | inhibition, % at 2.79 µM | 370,000 tested, 1.3% active;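 active means inhibition above about 21% made by adding two undisclosed values, limit read from the data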
Target sequence (Q99873 whole entry, looked up): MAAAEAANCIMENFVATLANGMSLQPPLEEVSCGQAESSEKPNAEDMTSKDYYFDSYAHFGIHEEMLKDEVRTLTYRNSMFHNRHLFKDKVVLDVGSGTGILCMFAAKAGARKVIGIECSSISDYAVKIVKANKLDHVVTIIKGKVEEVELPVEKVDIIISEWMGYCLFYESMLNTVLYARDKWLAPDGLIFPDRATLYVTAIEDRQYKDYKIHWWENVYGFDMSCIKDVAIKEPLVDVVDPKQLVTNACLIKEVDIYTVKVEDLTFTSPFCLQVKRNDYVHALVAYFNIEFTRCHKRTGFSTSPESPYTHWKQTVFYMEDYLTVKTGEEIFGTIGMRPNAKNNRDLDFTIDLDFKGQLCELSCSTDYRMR
HTRA1 inhibitor: blocks human HTRA1 serine peptidase. AID 504803. inhibition, % at 5.96 µM. recombinant HTRA1, FP-rhodamine activity-based probe, fluorescence polarization. 340,000 tested, 0.5% active; in the data active means inhibition above about 36%;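 further: 0% = enzyme with DMSO and 100% = wells lacking enzyme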
TCR-CD3 inh: blocks the human TCR-CD3 interaction | TAMRA-labeled TCR probe fluorescence, biochemical | inhibition, % at 9.4 µM | 360,000 tested, 0.37% active; in the data active means inhibition above about 19%;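 further: recombinant mutant TCR 2C K166C tagged with TAMRA read by polarization; 0% = receptor in buffer alone and 100% = receptor with positive control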
NPR2 activator: GC-B (human) receptor activation | P20594 | AID 1920062 | HEK293-GC-B cells, CNP EC30, cGMP TR-FRET; 0% at EC30 CNP, 100% saturating CNP | activation, % at 10 µM | 370,000 tested, 0.11% active;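 active means activation at 10 µM reaching about 35% in either raw or pattern-adjusted values, limit read from the data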
MBD2 DNA inh: inhibitors of human MBD2 binding to methylated oligonucleotide; 370,000 tested, 0.31% active; Q9UBB5; inhibition, % at 4.4 µM; TR-FRET; in the data active means inhibition above about 13%
ABHD4 inh: inhibitors of mouse ABHD4; Q8VD66; purified mABHD4, FP-Rh probe fluorescence polarization; inhibition, % at 8.92 µM; 370,000 tested, 0.54% active; AID 720543;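 active means inhibition exceeding the mean over every tested compound plus 3 SD, cut at about 30% in these data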;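 further: 0% = plate median of compound wells and 100% = S159A mutant with DMSO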
Target sequence (Q8VD66 whole entry, looked up): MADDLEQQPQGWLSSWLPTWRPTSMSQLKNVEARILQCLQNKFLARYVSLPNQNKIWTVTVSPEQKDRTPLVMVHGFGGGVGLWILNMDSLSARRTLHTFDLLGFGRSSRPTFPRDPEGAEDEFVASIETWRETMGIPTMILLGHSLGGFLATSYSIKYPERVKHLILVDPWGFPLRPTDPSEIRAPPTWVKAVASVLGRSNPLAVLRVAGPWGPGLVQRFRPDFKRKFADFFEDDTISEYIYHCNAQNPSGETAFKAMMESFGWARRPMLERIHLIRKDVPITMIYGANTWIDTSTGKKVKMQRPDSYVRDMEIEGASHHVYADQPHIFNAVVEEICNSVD
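Assay system: mouse ABHD4 enzyme, wild type / Also added: fluorescent activity-based probe FP-Rh / Doses: single nominal dose of 8.92 µM, 0.89% DMSO final / Timing: 45 min compound pre-incubation plus 60 min probe step, 25 °C / Signal: FP readout, ex 525 nm / em 598 nm / Control set: S159A mutant/DMSO as 100%, compound-well median as 0%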
LEDGF integ inh: blocks HIV-1 LEDGF/p75-dependent DNA integration; TR-FRET IN-LEDGF/p75 DNA integration, Eu/Cy5; AID 743269; 370,000 tested, 0.64% active; inhibition, % at 3.7 µM;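 active means inhibition above the screen-wide mean plus 3 SD, cut at about 13% in these data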;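 further: signal is the Cy5 over europium emission ratio at 671 and 618 nm; 0% = plate median of compound wells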
TDP2 absorb: TDP2 (human) inhibition, absorbance primary screen. 370,000 tested, 0.34% active. recombinant TDP2, T5PNP hydrolysis, p-nitrophenol absorbance 415 nm. O95551. inhibition, % at 12.8 µM;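 active means inhibition above the mean of all tested compounds plus 3 SD, set per campaign, cut at about 25% in these data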;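 further: 0% = DMSO with enzyme and 100% = buffer with substrate but no TDP2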
Target sequence (O95551 whole entry, looked up): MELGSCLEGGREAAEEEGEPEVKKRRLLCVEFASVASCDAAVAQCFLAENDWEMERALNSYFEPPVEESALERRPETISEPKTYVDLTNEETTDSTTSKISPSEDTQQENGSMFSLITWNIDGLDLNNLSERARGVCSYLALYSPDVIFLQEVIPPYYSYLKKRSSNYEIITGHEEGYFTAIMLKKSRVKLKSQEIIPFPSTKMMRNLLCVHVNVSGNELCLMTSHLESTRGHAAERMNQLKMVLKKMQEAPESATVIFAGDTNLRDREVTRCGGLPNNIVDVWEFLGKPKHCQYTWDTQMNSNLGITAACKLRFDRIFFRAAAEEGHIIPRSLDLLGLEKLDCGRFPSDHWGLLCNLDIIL
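Test system: Human TDP2 enzyme | Reagent: 5 mM T5PNP | Compound dosing: 12.8 µM single point, 1% DMSO | Incubation: Enzyme reaction with compound for 2 h at 37 °C | Technique: p-Nitrophenol epi absorbance | Read-out: % inhibition relative to enzyme-containing and enzyme-free wells | Benchmarks: High control without enzyme, low control DMSO plus TDP2 | Replicates: Singlicate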
Active calls of the source: *; nt = no result given. An excerpt, so the mix of outcomes need not match the whole.

1) COCCNC(=O)c1ccc(C(=O)NCCOC)s1
2) CCn1cc(CN2CCN(CC(C)(C)C)C(CCO)C2)c2ccccc21 (centres undefined)
3) Cc1cc(C(=O)Nc2ccccc2Cl)c2ccccc2n1
4) CCOC(=O)c1c(-c2ccc(OC)cc2)csc1NC(=O)C1CCCO1 (centres undefined)
5) COC1=CC(=O)[C@@]2([C@@H]1O)[C@@H](Cl)C[C@]13C(OC)=C(OC)C(=O)C[C@]21CCN3C
6) CCCCOC(=O)Nc1nnc(COc2ccccc2)s1
7) CCn1cc(/C=C(\NC(=O)c2ccccc2OC)C(=O)NCCCN2CCOCC2)c2ccccc21
8) CC(C(=O)N1CCOCC1)N1C(=O)c2cccc3cccc(c23)C1=O (centres undefined)
9) c1n[nH]c(SCCCCSc2ncn[nH]2)n1
10) CN(Cc1nc(-c2ccncc2)no1)S(=O)(=O)c1ccccc1
Compound | 1 | 2 | 3 | 4 | 5 | 6 | 7 | 8 | 9 | 10
SIAE primary | -1 | 3 | -2 | -2 | -7 | -5 | 0 | -5 | 0 | -1
rCAG binder | 2 | -12 | -2 | -2 | 4 | 1 | -5 | -1 | -1 | -6
PRMT1 inh | -3 | 1 | 1 | 20 | -1 | 1 | -3 | -3 | -1 | 2
HTRA1 inhibitor | 5 | -3 | 7 | -17 | 1 | -7 | -1 | -6 | 4 | 9
TCR-CD3 inh | 6 | 4 | 8 | 3 | 5 | 2 | -5 | 4 | 6 | -8
NPR2 activator | 2 | 0 | 7 | -1 | 2 | -2 | 3 | -6 | 0 | 3
MBD2 DNA inh | -4 | 3 | -2 | -1 | 0 | -1 | -6 | -2 | 6 | 3
ABHD4 inh | 5 | 3 | -10 | -4 | -2 | -6 | 1 | 3 | 7 | 3
LEDGF integ inh | 0 | 0 | 5 | 0 | -2 | 2 | 1 | 1 | 1 | 0
TDP2 absorb | 2 | -3 | -5 | 4 | -7 | -12 | -15 | 0 | -1 | 3

11) Cc1cccc(N(C(=O)CCC(=O)Nc2nccs2)C(C(=O)NC(C)(C)C)c2ccc(O)cc2)c1 (centres undefined)
12) O=C(CCc1ccncc1)N1CCCC(Nc2ccc(F)c(F)c2)C1 (centres undefined)
13) O=[N+]([O-])c1ccc(OCC(O)CNC2CCCC2)cc1 (centres undefined)
14) COc1ccc(-c2cnn3c(N)c(S(=O)(=O)c4ccccc4)cnc23)cc1
15) O=[N+]([O-])c1ccc(-c2cn(-c3ccc(Cl)cc3)c(=S)[nH]2)cc1
16) CCC1=NN(C(=O)Cc2ccc([N+](=O)[O-])cc2)C(O)(c2ccncc2)C1 (centres undefined)
17) CCOC(=O)C1CCCN(C(=O)c2cn(C)c3ccc(S(=O)(=O)N(C)C)cc3c2=O)C1 (centres undefined)
18) Cc1cccc(NC(=O)C2CCCN(S(=O)(=O)c3cccc4nonc34)C2)c1 (centres undefined)
19) CN(C/C=C/c1ccccc1)Cc1cccc2ccccc12
20) CC(C)NC(=O)[C@]1(C#N)CC(=O)N(C)[C@@H]1c1ccccc1
Compound | 11 | 12 | 13 | 14 | 15 | 16 | 17 | 18 | 19 | 20
SIAE primary | -4 | 6 | -7 | 7 | 8 | -5 | -7 | -2 | -3 | 8
rCAG binder | -5 | -2 | 0 | 3 | 8 | -3 | -5 | 3 | 0 | 0
PRMT1 inh | 3 | -2 | 5 | 0 | 3 | -1 | -8 | -2 | -3 | 0
HTRA1 inhibitor | 11 | 3 | 2 | -2 | -1 | 2 | 2 | 3 | -13 | nt
TCR-CD3 inh | -3 | 4 | -8 | -2 | 2 | 12 | 8 | 2 | 0 | nt
NPR2 activator | -4 | 0 | 3 | -9 | -3 | 3 | 1 | 3 | -5 | -2
MBD2 DNA inh | -2 | -1 | 8 | 2 | -5 | -5 | -5 | -6 | 2 | 0
ABHD4 inh | 2 | 3 | -1 | 7 | 0 | 4 | 2 | -4 | 4 | 5
LEDGF integ inh | -6 | 1 | -2 | 0 | 1 | 0 | 2 | 1 | -3 | 5
TDP2 absorb | -3 | -14 | -12 | 0 | -13 | -1 | 6 | -11 | -2 | 2

21) CCCCN(C(=O)CSc1nncn1-c1ccccc1)c1c(N)n(Cc2ccccc2)c(=O)[nH]c1=O
22) CCN(CC)c1nc(SCC(=O)O)nc(N(CC)CC)n1
23) Cc1ccc(C)c(SCC(=O)N(C)CC(=O)Nc2ccc(N3CCOCC3)cc2)c1
24) COc1ccccc1N1CCN(C2CCCN(C(=O)CCn3cncn3)C2)CC1 (centres undefined)
25) CCOC(=O)C1=C(C)N(CC(C)C)C(=O)/C1=C\c1ccc(OCC(=O)Nc2ccccc2)cc1
26) COc1cccc(CC(=O)OC(C)C(=O)Nc2ccc(Cl)cn2)c1 (centres undefined)
27) N#Cc1ccccc1OCC(=O)NCc1ccccc1CN1CCCC1
28) COc1ccc(C(=O)Nc2cccc(/C=C(/CCC(=O)O)c3nc4ccccc4s3)c2)cc1
29) COc1ccc(-c2noc(CSc3ccccc3)n2)cc1OC
30) COc1ccc(/C=C\C(=O)Oc2cccc(/C=N/NC(=O)Cc3ccc(OC)c(OC)c3)c2)cc1
Compound | 21 | 22 | 23 | 24 | 25 | 26 | 27 | 28 | 29 | 30
SIAE primary | 0 | -8 | 0 | -4 | -17 | 3 | 4 | -39 | -4 | -37
rCAG binder | -3 | 14 | 4 | -3 | 0 | -6 | 1 | 72* | -1 | 3
PRMT1 inh | -5 | -3 | 6 | 6 | -1 | -1 | -2 | 6 | 3 | 1
HTRA1 inhibitor | -2 | 6 | -2 | -6 | -25 | 30 | -7 | -96 | -15 | -70
TCR-CD3 inh | 14 | 8 | 0 | 1 | 0 | 2 | 11 | -1 | -7 | 10
NPR2 activator | -3 | -4 | 11 | -1 | 2 | -2 | 0 | -1 | 2 | 2
MBD2 DNA inh | -8 | 4 | 5 | 8 | -2 | 1 | 4 | 7 | 0 | -4
ABHD4 inh | 3 | -5 | 4 | -5 | -1 | -4 | 0 | -37 | -8 | 7
LEDGF integ inh | 1 | 5 | 0 | 2 | 0 | 4 | -2 | 3 | -3 | 0
TDP2 absorb | -1 | -24 | -3 | -7 | 3 | -3 | 5 | 6 | -9 | 3

31) O=S(=O)(c1cccc2nonc12)N1CCN(c2cccc(Cl)c2)CC1
32) COCCCC1CCN(C(=O)C2CCC(=O)N(CC3CCCCC3)C2)CC1 (centres undefined)
33) CCN(CC(=O)Nc1ccc2c(c1)OCCO2)C(=O)c1cc(S(=O)(=O)N2CCOCC2)ccc1F
34) CCCCCNC(=O)C(C)NS(=O)(=O)c1ccc(OC)cc1 (centres undefined)
35) Cc1ccc2cc(C#N)c(N3CCN(C)CC3)nc2c1
36) COc1cccc(C2C(C#N)=C(N)N(N(C)C)C3=C2C(=O)CCC3)c1OC (centres undefined)
37) COc1ccccc1C(CNC(=O)CNC(=O)c1cccc(Cl)c1)N1CCCC1 (centres undefined)
38) C=CCNC(=O)/C=C/c1cccs1
39) CCC/C(O)=C1\C(=O)CC(C)(C)CC1=Nc1ccccc1O
40) O=C(Cc1cccc([N+](=O)[O-])c1)Nc1ccccc1
Compound | 31 | 32 | 33 | 34 | 35 | 36 | 37 | 38 | 39 | 40
SIAE primary | 1 | -7 | 2 | 0 | 14 | 9 | -2 | 1 | 5 | 1
rCAG binder | 1 | -9 | -2 | 2 | 0 | 1 | -4 | 0 | -3 | 0
PRMT1 inh | 1 | -1 | 4 | 1 | -4 | -1 | 3 | -2 | -3 | -1
HTRA1 inhibitor | 5 | 1 | -4 | 2 | 0 | -2 | 0 | -4 | -5 | 0
TCR-CD3 inh | -1 | 11 | -5 | 4 | 2 | 2 | -7 | 11 | -2 | 4
NPR2 activator | -10 | 2 | -2 | 1 | -7 | -4 | -2 | -1 | -6 | 1
MBD2 DNA inh | 4 | 1 | 3 | -1 | -4 | 3 | -3 | -7 | -2 | -2
ABHD4 inh | 1 | 2 | -4 | 4 | 1 | -6 | -2 | 3 | 0 | -3
LEDGF integ inh | -4 | 6 | -5 | 5 | 0 | 7 | -2 | 1 | 0 | -1
TDP2 absorb | -13 | -2 | -6 | -3 | 6 | 1 | -7 | 8 | 1 | 10

41) O=C1CN=CN=CN1c1ccc(Cl)cc1Cl
42) Cc1ccc(C2CC(=O)c3cnc(N4CCN(c5ccccc5)CC4)nc3C2)cc1 (centres undefined)
43) Cc1ccc(SCc2[nH]nc3c2C(c2cccnc2)C(C#N)=C(N)O3)cc1 (centres undefined)
44) COc1ccc(-c2nn(-c3ccccc3)cc2C(=O)N(C)CC(=O)Nc2ccccc2Br)cc1
45) COC(=O)c1ccccc1S(=O)(=O)NCc1nc2nc(C)cc(C)n2n1
46) O=C1C(Cl)=C(N2CCCC2)C(=O)N1c1ccc(F)cc1
47) CSC1SCC2C(=O)N(C)C(C(C)C)C(=O)OCC(NC(=O)c3cnc4ccccc4n3)C(=O)NC(C)C(=O)N(C)C1C(=O)N(C)C(C(C)C)C(=O)OCC(NC(=O)c1cnc3ccccc3n1)C(=O)NC(C)C(=O)N2C (centres undefined)
Compound | 41 | 42 | 43 | 44 | 45 | 46 | 47
SIAE primary | -2 | 3 | 8 | -7 | 1 | 2 | -8
rCAG binder | 1 | -1 | 7 | 3 | 3 | -1 | 28
PRMT1 inh | 0 | -1 | 4 | 1 | 0 | 10 | -2
HTRA1 inhibitor | 3 | -4 | -2 | -69 | -5 | 12 | -3
TCR-CD3 inh | 4 | 3 | -2 | -4 | 5 | 4 | -3
NPR2 activator | 7 | 3 | -2 | 1 | 0 | 1 | 5
MBD2 DNA inh | 4 | -3 | 3 | 3 | 4 | -2 | 95*
ABHD4 inh | -2 | -2 | 4 | -5 | 10 | 4 | 4
LEDGF integ inh | 1 | 4 | 2 | -4 | 0 | -1 | -51
TDP2 absorb | -15 | -5 | -5 | 2 | 9 | 8 | 4

Of the compounds above, these contain an aryl thioether with sulfur outside any ring.
9) c1n[nH]c(SCCCCSc2ncn[nH]2)n1
21) CCCCN(C(=O)CSc1nncn1-c1ccccc1)c1c(N)n(Cc2ccccc2)c(=O)[nH]c1=O
22) CCN(CC)c1nc(SCC(=O)O)nc(N(CC)CC)n1
23) Cc1ccc(C)c(SCC(=O)N(C)CC(=O)Nc2ccc(N3CCOCC3)cc2)c1
29) COc1ccc(-c2noc(CSc3ccccc3)n2)cc1OC
43) Cc1ccc(SCc2[nH]nc3c2C(c2cccnc2)C(C#N)=C(N)O3)cc1 (centres undefined)
Compound | 9 | 21 | 22 | 23 | 29 | 43
SIAE primary | 0 | 0 | -8 | 0 | -4 | 8
rCAG binder | -1 | -3 | 14 | 4 | -1 | 7
PRMT1 inh | -1 | -5 | -3 | 6 | 3 | 4
HTRA1 inhibitor | 4 | -2 | 6 | -2 | -15 | -2
TCR-CD3 inh | 6 | 14 | 8 | 0 | -7 | -2
NPR2 activator | 0 | -3 | -4 | 11 | 2 | -2
MBD2 DNA inh | 6 | -8 | 4 | 5 | 0 | 3
ABHD4 inh | 7 | 3 | -5 | 4 | -8 | 4
LEDGF integ inh | 1 | 1 | 5 | 0 | -3 | 2
TDP2 absorb | -1 | -1 | -24 | -3 | -9 | -5
